Screens (PubChem BioAssay)
CRFR2-BP ag: CRF-BP/CRF-R2 complex agonism. HEK293 CRF-R2/CRF-BP, calcium dye fluorescence (FLIPR); percent of saturating CRF peptide response. hit rate 0.46% among 350,000. activation, % at 13.2 µM. AID 588473;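 active = activation of at least 50%, plus an integration ratio under a set limit after plate pattern correction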;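 note: plate controls were neutral control wells without compound for no effect and CRF at EC100 for full effect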
CRFR2-BP antag: CRF-BP/CRF-R2 complex antagonism; HEK293 CRF-R2/CRF-BP, CRF-induced calcium fluorescence; inhibition, % at 11.8 µM; hit rate 0.59% among 350,000;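 active = inhibition of the ligand-induced calcium signal above about 50% at the single tested concentration, limit read from the data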
Active calls of the source: *.

Under each structure – CRFR2-BP ag | CRFR2-BP antag
(1) COCCCn1c(N)c(C(=O)NCc2ccco2)c2nc3ccccc3nc21
→ -0.1 | -8
(2) C[C@@H]1C2C[C@@]34COC(=O)C3=CC=C[C@H]4[C@@]13C[C@H](c1ccoc1)O[C@@H]3O2
→ -2.0 | 1
(3) COC(=O)Cn1cc(C=C2C(=O)N(C)C(=O)N(C)C2=O)c2ccccc21
→ 8.4 | -16
(4) O=C(c1ccc2c(c1)ncn2C1CCCCC1)N1CCC2(CC1)OCCO2
→ -1.1 | 0
(5) CCN(CC)CCOC(=O)C(O)(c1ccccc1)c1ccccc1
→ -0.6 | 14
(6) COc1ccc(C2NCc3ccc4c(c3-n3cccc32)OCO4)cc1O (stereo not given)
→ -0.9 | -14
(7) Nc1c(Br)cc2c3c(cccc13)-c1ccccc1-2
→ 34 | -71
(8) N/C(=N\[N+](=O)[O-])N1CCN(C(=O)c2ccccc2)CC1
→ 1.2 | 26
(9) CC1C(=O)OC2CCN3CC4OC4(COC(=O)C(C)(O)C1(C)O)C23 (stereo not given)
→ 1.3 | 7
(10) c1ccc2nc(OCCN3CC3)ccc2c1
→ 0.7 | -5
(11) CC1C(=O)OC2CCN3CC=C(COC(=O)C(C)(O)C1(C)O)C23 (stereo not given)
→ -1.8 | -4
(12) Cc1sc(-n2c(C)cc(C=C3C(=O)NC(=O)NC3=O)c2C)c(C#N)c1C
→ 7.5 | -56
(13) O=C1NC(=O)C2(Cc3ccccc3N3CCCC32)C(=O)N1c1ccc(Cl)cc1 (stereo not given)
→ 2.5 | 11
(14) C=C1C/C(=C/C)C(=O)O[C@@H]2CCN3CC=C(COC(=O)[C@]1(C)O)[C@H]23
→ 2.4 | 14

As entered above.
Under CRFR2-BP antag, #12 is listed with -56
Under CRFR2-BP ag, #5 is listed with -0.6
Under CRFR2-BP ag, #7 is listed with 34

3 entries from above, with tabs.
no.	Compound	CRFR2-BP ag	CRFR2-BP antag
9	CC1C(=O)OC2CCN3CC4OC4(COC(=O)C(C)(O)C1(C)O)C23 (stereo not given)	1.3	7
8	N/C(=N\[N+](=O)[O-])N1CCN(C(=O)c2ccccc2)CC1	1.2	26
11	CC1C(=O)OC2CCN3CC=C(COC(=O)C(C)(O)C1(C)O)C23 (stereo not given)	-1.8	-4

Single records (already shown).
CCN(CC)CCOC(=O)C(O)(c1ccccc1)c1ccccc1 in the list: CRFR2-BP ag: -0.6; CRFR2-BP antag: 14
Cc1sc(-n2c(C)cc(C=C3C(=O)NC(=O)NC3=O)c2C)c(C#N)c1C in the list: CRFR2-BP ag: 7.5; CRFR2-BP antag: -56

Some of the compounds tested; the hit share may differ from the screen's.
